Assay outcomes from PubChem BioAssay.
Artemis inh: Artemis endonuclease inhibitors, primary screen, biochemical, fluorescence intensity, FAM/BHQ-1 hairpin substrate; Protein artemis (Homo sapiens), Q96SD1; inhibition, % at 10 µM; AID 686954, 2013; actives 0.78% (n = 30,000); recombinant Artemis, quenched FAM hairpin cleavage fluorescence;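 active = at 10 µM dose, at least 30% inhibition, measured as corrected fluorescence normalized to stimulator and neutral control wells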
Target sequence (Q96SD1 whole entry, looked up): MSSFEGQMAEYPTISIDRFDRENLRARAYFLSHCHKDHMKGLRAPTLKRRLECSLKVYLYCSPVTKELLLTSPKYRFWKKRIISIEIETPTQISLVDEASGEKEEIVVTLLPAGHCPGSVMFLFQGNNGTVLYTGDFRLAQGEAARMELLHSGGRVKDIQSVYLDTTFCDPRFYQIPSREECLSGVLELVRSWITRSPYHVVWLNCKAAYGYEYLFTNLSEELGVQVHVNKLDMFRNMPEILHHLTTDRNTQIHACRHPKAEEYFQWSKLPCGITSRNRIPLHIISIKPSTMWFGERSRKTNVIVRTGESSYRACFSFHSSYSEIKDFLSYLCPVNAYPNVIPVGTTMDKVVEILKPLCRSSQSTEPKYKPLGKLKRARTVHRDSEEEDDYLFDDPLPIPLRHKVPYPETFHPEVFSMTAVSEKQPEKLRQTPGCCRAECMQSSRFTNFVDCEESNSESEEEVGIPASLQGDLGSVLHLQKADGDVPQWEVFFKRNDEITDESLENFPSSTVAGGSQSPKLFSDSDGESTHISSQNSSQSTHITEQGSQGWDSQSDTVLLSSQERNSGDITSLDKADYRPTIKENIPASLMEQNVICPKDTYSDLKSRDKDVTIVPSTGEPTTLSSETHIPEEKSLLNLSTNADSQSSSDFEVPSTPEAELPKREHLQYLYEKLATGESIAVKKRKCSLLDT
* marks the source's active call; other numbers are inactive results. Not all compounds are listed; the hit share may differ from the screen's.

structure	Artemis inh
O=C(CSCc1cnn(-c2ccccc2)c1-n1cccc1)NCC1CCCO1 (centres undefined)	-4
Cc1ccc(Nc2nc3c(c(=O)[nH]c(=O)n3C)n2Cc2ccc(F)cc2)cc1	3
CCc1nnc(NC(=O)CCC(=O)NCC2CCCO2)s1 (centres undefined)	-11
CCOC(=O)C1=C(C)NC(SC(C)=O)=NC1c1ccc(OC(C)=O)c(OC)c1 (centres undefined)	0
O=C(O)CC(SCc1ccc(C(=O)O)o1)C(=O)O (centres undefined)	0
COc1ccc(C(=O)n2c(-c3ccco3)nc3ccccc32)cc1	7
COC(=O)Cn1cc(C(=O)OC)cc(Br)c1=O	-4
O=C(Nc1ccccc1Sc1ccccc1)c1ccccc1F	4
CCCc1cc(=O)oc2c(CN3CCOCC3)c(O)ccc12	2
COc1ccc(CC(=O)N2CC(=O)N(CCc3ccccc3)C(=O)C2)cc1	-7

Sorted by length of the SMILES (smallest number first): 4 of the compounds above.
structure	Artemis inh
COC(=O)Cn1cc(C(=O)OC)cc(Br)c1=O	-4
O=C(Nc1ccccc1Sc1ccccc1)c1ccccc1F	4
COc1ccc(C(=O)n2c(-c3ccco3)nc3ccccc32)cc1	7
Cc1ccc(Nc2nc3c(c(=O)[nH]c(=O)n3C)n2Cc2ccc(F)cc2)cc1	3

The list continues:
structure	Artemis inh
C=CCn1c(SCC(=O)N2CCN(C(=O)c3ccco3)CC2)nc2sc(CC)cc2c1=O	-7
CCOC(=O)C1=C(C)Nc2ccc(C)cc2S1	0
Cc1oc2c(c1C(=O)c1ccccc1)C(=O)C(=O)c1ccccc1-2	59*
O=S(=O)(NCCC1=CCCCC1)c1cccc(S(=O)(=O)N2CCOCC2)c1	5
COc1ccc(OC)c(N2C(=O)CC(Cc3ccc(Cl)cc3)C2=O)c1 (centres undefined)	3
CS(=O)(=O)N(CC(=O)NCCSc1ccc(Cl)cc1)c1ccc2c(c1)OCO2	-3
COc1ccc(NC(=O)c2ccc(CNS(=O)(=O)c3cccc(OC)c3)cc2)cc1	-2
Nc1nnnn1N=C1CCCCC1	-14
CC(=O)/C=C(/C)NC(Cc1c[nH]c2ccccc12)C(=O)O (centres undefined)	-6
COc1ccc(C(=O)c2c[nH]c(C(=O)NCC3CCCO3)c2)cc1 (centres undefined)	-2

Other compounds.
structure	Artemis inh
COc1ccc2oc(=O)c(C(=O)NCC3CCCO3)cc2c1 (centres undefined)	-2
COc1cccc2sc(NC(=O)c3ccc(Br)s3)nc12	-6
CC(C)C1=CC(=NS(=O)(=O)c2cccc([N+](=O)[O-])c2)C=C(C(C)C)C1=O	-7
CCCCNc1c(C(=O)OCC)c(=O)[nH]c2ccccc12	-10
CC1=C(C(=O)OCC2CCCO2)C(c2ccncc2)C2=C(CCCC2=O)N1 (centres undefined)	-4
CCOC(=O)N1CCC(NC(=O)C2CCCN2C(=O)OCc2ccccc2)CC1 (centres undefined)	-1
CCOC(=O)N1CCN(S(=O)(=O)c2c(C)[nH]c(=O)[nH]c2=O)CC1	5
CNC(=O)CN(C1CCCCC1)S(=O)(=O)c1ccc(OC)c(Cl)c1	0
CSCCC1C(C#N)=C(N)Oc2n[nH]c(-c3cccs3)c21 (centres undefined)	5
CC(=O)C(C(C)=O)C(NC(=O)c1cccnc1)(C(F)(F)F)C(F)(F)F	-6

Further records follow:
structure	Artemis inh
CC(c1nnc(SCC(=O)N2CC(=O)Nc3ccccc32)n1Cc1ccccc1)N(C)C (centres undefined)	5
O=C(CCCCn1c(=O)c2ccccc2n(CC(=O)Nc2ccc(F)cc2)c1=O)NCc1ccco1	-2
O=C(Nc1ccc2c(c1)OCO2)C1Cc2ccccc2CN1S(=O)(=O)c1cccs1 (centres undefined)	9
Cc1cc(NC(=O)CSc2nnc(-c3cccs3)n2N)no1	7
COc1cccc(C2NC(=O)c3sc(=S)n(-c4ccccc4)c3N2)c1 (centres undefined)	4
N=c1ccn(Cc2ccc(Cl)cc2Cl)cc1	-6
Cc1cccc(NC(=O)Cn2cnc3ccccc3c2=O)c1C	-5
O=C(OCC#CCSc1nnc(-c2ccccc2)o1)c1cc2ccccc2o1	2
Cc1cc(CCC(=O)O)c(C)cc1CCC(=O)O	-2
CCSC(=O)CCCCCCCCCCCO	5

Later entries
structure	Artemis inh
COC(=O)c1[nH]c2cccc(OC)c2c1NC(=O)CN1CC2(C)CC1CC(C)(C)C2 (centres undefined)	-7
COc1ccc(/C=C\C(=O)c2c(O)ccc3c(C)cc(=O)oc23)cc1	-1
O=C(CSc1nc2ccccc2[nH]1)c1ccco1	8
COC(=O)Cc1c(C)c2cc(Cl)c(OC(=O)c3ccco3)cc2oc1=O	0
Cc1cccc(-c2n[nH]c(=S)n2Cc2ccccc2)c1	-12
CCOc1ccccc1NC(=O)c1ccccc1-c1nc(-c2ccccc2OC)no1	-7
CC(C)(C)N1C(=O)c2ccc(C(=O)NCc3ccco3)cc2C1=O	6
Cc1cc(NC(=O)Cc2cn3ccsc3n2)n(-c2ccccc2)n1	2
CCN(CC)C(=O)C1CCCN(Cc2ccc3c(c2)OCO3)C1 (centres undefined)	0
Cc1cc(C)c(C)c(S(=O)(=O)Nc2ccc(O)cc2)c1C	1

Reprinted from the part before: three entries, then new ones.
structure	Artemis inh
Cc1cc(NC(=O)Cc2cn3ccsc3n2)n(-c2ccccc2)n1	2
CCN(CC)C(=O)C1CCCN(Cc2ccc3c(c2)OCO3)C1 (centres undefined)	0
Cc1cc(C)c(C)c(S(=O)(=O)Nc2ccc(O)cc2)c1C	1
COC(=O)c1cc(OC)c(OC)cc1NC(=O)c1ccccc1	1
C/C=C/Cn1c(SCc2ccc(C)cc2)nc2c1c(=O)[nH]c(=O)n2C	6
Cn1c(=O)c2c(nc(CN3CCN(c4cccc(Cl)c4)CC3)n2CCc2ccccc2)n(C)c1=O	15
CCCSc1nnc2n(C)c(=O)c3c4c(sc3n12)CCC4	3
CCOC(=O)C1CCN(C(=O)N2CCOCC2)CC1	2
Nc1nc(C2CC(=O)OC23CCCCC3)cs1 (centres undefined)	-12
COc1cc(CNCCSc2nnnn2C)cc(Br)c1OCc1ccc(F)cc1	4
CCOC(=O)c1ccc2cccc(C)n2c1=O	-7
COC(=O)c1ccccc1NC(=O)CSc1nnnn1C	6
Cc1ccc(SCC(=O)NCc2ccco2)cc1	-5

Next part:
structure	Artemis inh
Cc1ccc(S(=O)(=O)N2CCN(c3nc4ccccc4nc3-n3nc(C)cc3C)CC2)cc1	-1
Brc1cccc(OCCOCCn2ccnc2)c1	-4
O=S(=O)(Nc1cnc2ccccc2c1)N1CCCCCC1	12
Cc1cc(C=O)c(C)n1-c1ccc(N2CCCC2)c([N+](=O)[O-])c1	4
CC1CCCCN1C(=O)CSc1nc(N)cc(=O)[nH]1 (centres undefined)	2
COc1ccc(C(=O)n2nc(-c3ccco3)nc2N)cc1	-2
Cc1cccc(-c2nnc(SCCOc3ccc4c(C)cc(=O)oc4c3)o2)c1	13
CCC1(C(=O)c2ccccc2)C2c3cc(Br)ccc3OC(=O)C21C(=O)N1CCOCC1 (centres undefined)	6
Cc1nnc2n(-c3ccccc3)c(=O)c3c4c(sc3n12)COC(C)(C)C4	0
O=C(NCc1ccco1)C1CCCN(S(=O)(=O)c2ccc(-n3cnnn3)cc2)C1 (centres undefined)	9

(listing goes on)
structure	Artemis inh
Cc1cc(=O)[nH]c(Nc2cccc(C(F)(F)F)c2)n1	-2
COC(=O)c1cc(NC(=O)Cn2c(=O)cnc3ccccc32)cc(C(=O)OC)c1	-1
O=C(Nc1ccccn1)[C@@H]1CCC(=O)N1C(=O)OCc1ccccc1	-6
CCOc1nc(Nc2ccc(OC)c(Cl)c2)nc(N2CCN(c3ccc(OC)cc3)CC2)n1	1
COc1cccc(-n2nc(-c3ccnn3-c3ccccc3)c(=O)n(C)c2=O)c1	-4
O=C(CSc1nc(-c2ccco2)cc(C(F)(F)F)n1)Nc1ccc2c(c1)CCC2	-7
O=C(Nc1cccnc1)c1cc(F)cc(F)c1	-5
Cc1ccc(C)c(-n2c(CNC(=O)c3ccco3)nnc2SCC(=O)N2CCc3ccccc32)c1	4
O=C(N/N=C/c1ccc([N+](=O)[O-])o1)c1cc(-c2cccc(Br)c2)nc2ccccc12	39*
CCOC(=O)c1nnc(-c2ccc(C)cc2)nc1Oc1ccccc1Cl	14

Going on with the list.
structure	Artemis inh
O=C(c1ccc(COCC(F)(F)F)o1)N1CCCCCC1	-2
O=C(CSc1nc2ccccc2c(=O)n1-c1ccc(Cl)cc1)c1ccco1	5
Cc1ccc(-c2noc(CCC(=O)NCCN3CCN(Cc4ccccc4)CC3)n2)cc1	5
Cc1ccc(C(C(=O)NC2CCCC2)N(Cc2ccc3c(c2)OCO3)C(=O)Cc2cccs2)cc1 (centres undefined)	5
CCC1CCCCN1C(=O)CSc1nnc(-c2ccc(Cl)s2)o1 (centres undefined)	2
C=CCNC(=S)NNc1ncnc2sc3c(c12)CC(C)(C)OC3	-4
COc1cc(/C=C(\C#N)c2nc3ccc(C)cc3[nH]2)c([N+](=O)[O-])cc1OC	-1
Cc1cc(C)cc(NC(=O)c2ccccc2CC[N+](=O)[O-])c1	-1
CSc1nc(C)cc(-n2cc(F)c(=O)[nH]c2=O)n1	-10
COc1ccc(N2CCN(c3oc(COc4ccccc4)nc3C#N)CC2)cc1	14

The list goes on.
structure	Artemis inh
COc1ccc2c(=O)c(-c3nc(C)cs3)coc2c1	-2
O=C(N/N=C\c1ccc(F)cc1)c1csnn1	-13
CCCCCN(C(=O)CN(C)Cc1ccc(OC)cc1OC)c1c(N)n(CCCC)c(=O)[nH]c1=O	10
CN1CCN(CC#CC(C)(O)C2CC3C=CC2C3)CC1 (centres undefined)	-2
COc1ccc(NC(=O)N2CCc3ccccc32)cc1	0
CCOc1ccccc1NC1=CC(=O)CC(c2ccccc2)C1 (centres undefined)	5
O=C(NCCCN1CCC(Cc2ccccc2)CC1)C1CCN(S(=O)(=O)N2CCOCC2)CC1	-1
O=C(c1ccc(F)cc1)N1CCC(N2CCOCC2)CC1	3
CC1(CCc2ccccc2)NC(=O)N(Cc2nnc(-c3ccccc3Br)o2)C1=O (centres undefined)	-2
CC(=O)Nc1ccc(N/C=C/C(=O)c2ccco2)cc1	-3

(further entries)
structure	Artemis inh
COC(=O)c1nnc(-c2ccccc2)nc1OC	-4
CCCn1c(=O)c(C(=O)Nc2ccccc2)c(O)c2ccccc21	14
CC(C)(C)N(NC(=O)Nc1ccc(Cl)cc1)C(=O)c1ccccc1	7
O=C(Oc1ccc(=O)n(-c2ccccc2)n1)c1ccc(Cl)cc1	2
CCN(CC)c1ccc(NC(=O)c2[nH]c(C)c(C(C)=O)c2C)c(C)c1	1
CCOC(=O)c1nn(-c2ccccc2F)c(-c2ccccc2)c1C(=O)c1ccccc1	8
CCOC(=O)N1CCN(S(=O)(=O)c2cccs2)CC1	-4
O=C(c1ccc(F)cc1)n1ccc(-c2cnc(-c3ccccc3)s2)n1	7
COc1ccc(C(=O)Nc2cccc(OC(=O)c3ccc(C)c(C)c3)c2)cc1	2
O=C1C=C(O)CC(c2ccc(Cl)c(Cl)c2)C1 (centres undefined)	-3

More records follow.
structure	Artemis inh
Cc1nnc(SCC(=O)Nc2sc3c(c2C#N)CCCCC3)n1N	7
O=c1c2cnn(-c3ccccc3)c2ncn1Cc1ccccn1	-7
CCOC(=O)Cc1csc(NC(=O)C2CCCCC2C(=O)O)n1 (centres undefined)	2
Cc1ccc(C(=O)N2CCN3C(=O)c4ccccc4C23c2ccc(Cl)cc2)cc1 (centres undefined)	3
Cc1ccc(-n2ccc(=O)c(-c3ccnc(SCc4cccc(Cl)c4)n3)n2)cc1	7
CCC(=O)NCCc1cc2cc(C)c(C)cc2[nH]c1=O	-8
Cc1cc(C)n(CC(=O)n2c(C)c(C)c3ccccc32)n1	1
Cc1cc(-c2ccccc2C(=O)NCc2ccccc2)on1	0
COc1ccccc1C(=O)N1CCN(c2cccc(C(F)(F)F)c2)CC1	-1
Cc1cc2ccccc2c(=O)n1CC(=O)Nc1ccc2c(c1)OCO2	6

(cont.)
structure	Artemis inh
O=C(Nc1ccccc1C(=O)NCc1ccco1)NC1CCCCC1	-3
CCOC(=O)C(NC(=O)c1cccnc1)(Nc1cccc(C)n1)C(F)(F)F (centres undefined)	-4
CCc1cccc(NC(=O)CCSCCC(=O)Nc2cccc(CC)c2)c1	9
COc1ccc(CNC(=O)C2CC(=O)N(c3ccc(OCC(=O)N4CCCCC4)cc3)C2)cc1 (centres undefined)	3
COc1ccc(NC(=O)CSc2nnc(N)s2)cc1	-8
O=C(CSc1nnc(Cc2cccs2)n1C1CCCCC1)N1CCCc2ccccc21	15
CC1(C)CC(=O)c2cnc(N3CCN(c4ccccc4)CC3)nc2C1	6
CCOc1ccc(N2C(=O)CSC23CCCCC3)cc1	5
CCSCc1nnc(SCC(=O)Nc2cccc(SC)c2)n1C	7
CC(C)C(=O)N1CCC(CN=Cc2c(O)n(C3CCCCC3)c(=O)n(C3CCCCC3)c2=O)CC1	16

Following part.
structure	Artemis inh
CN(C)C(=O)Cn1c(SCC(=O)Nc2ccc3c(c2)OCO3)nc2ccccc21	-6
CCCCn1c2nc3ccccc3nc2c2c(=O)n(CCC)cnc21	7
O=C(COC(=O)c1cc(-c2ccco2)nc2ccccc12)NCc1ccc2c(c1)OCO2	23
CN1CCN(S(=O)(=O)c2ccc(N3CCN(S(=O)(=O)c4cccs4)CC3)nc2)CC1	-9
COc1cc2c(cc1NC(=O)CCCN1C(=O)CCC1=O)oc1ccccc12	14
CCC(C)NC(=O)CC(NS(=O)(=O)c1ccc(Cl)cc1)c1ccco1 (centres undefined)	-1
O=C(CSc1nnc(-c2cccnc2)n1Cc1ccccc1)NCc1ccccc1	2
COCCc1nnc(NC(=O)Cc2ccccc2)s1	14
